miR-122 sensor: miR-122 inhibition in Huh7 cells; Huh7 miR-122 Renilla luciferase sensor, 48 h; neutral wells = 0, positive control = 100; activation (reporter increase), % at 12.5 µM; 340,000 tested, 0.3% active;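 active means mean replicate activation score at least 90 and every replicate individually at or above 90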;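 further: higher luciferase means less miR-122 activity so hits act as miR-122 inhibitors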
PGC1a acetyl inh: modulators of PGC1a acetylation. U2OS PGC1a acetylation, AlphaScreen anti-acetyl-lysine; with virally co-expressed GCN5 acetyltransferase. inhibition, % at 15.6 µM. 350,000 tested, 0.17% active. AID 651687;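 active means every replicate shows inhibition of at least 40%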;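 further: 0% = neutral control wells and 100% = positive control wells; some results beyond the cut were filed as inactive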
Numbers without * were called inactive. This is a subset; rates above refer to the full screens.

Screening NC(=O)c1c(NC(=O)CSc2nnc(-c3ccco3)n2N)sc2c1CCCC2 returned miR-122 sensor 5 and PGC1a acetyl inh -7.
`Cc1c(NC(=O)CCN2C(=O)c3ccccc3C2=O)c(=O)n(-c2ccccc2)n1C` gave miR-122 sensor -4 and PGC1a acetyl inh 10.
For COC(=O)C1CCN(c2cc(=O)n(C3CCCCC3)c(=O)[nH]2)CC1 the results were miR-122 sensor 1 and PGC1a acetyl inh 10.
Screening CCOC(=O)CSc1nc2c(c(=O)[nH]c(=O)n2C)n1CCCc1ccccc1 returned miR-122 sensor 1 and PGC1a acetyl inh 5.
For O=C(CSc1cccc2cccnc12)N1CCCC1 the results were miR-122 sensor -4 and PGC1a acetyl inh 1.
Screening Cc1nn(CC(N)=O)c(=O)c2ccccc12 returned miR-122 sensor 1 and PGC1a acetyl inh 4.
Screening C/C(CC(O)c1ccc2ccccc2n1)=N/O (stereo not drawn) returned miR-122 sensor -5 and PGC1a acetyl inh 22.
For Clc1ccc2c(NCc3ccco3)ncnc2c1 the results were miR-122 sensor 0 and PGC1a acetyl inh -10.
For COc1ccc(C(=O)c2sc3nc(-c4ccccc4)ccc3c2N)cc1 the results were miR-122 sensor 3 and PGC1a acetyl inh 2.
For COc1cccc(CN2CCN(C(=O)c3ccco3)CC2)c1OC the results were miR-122 sensor -4 and PGC1a acetyl inh 6.
For O=C(CSc1nnc(-c2ccc(F)cc2)o1)Nc1ccccc1N1CCOCC1 the results were miR-122 sensor -3 and PGC1a acetyl inh -3.
For Cc1nc(-c2cccc(S(=O)(=O)N3CC(C)CC(C)C3)c2)cs1 (stereo not drawn) the results were miR-122 sensor 47 and PGC1a acetyl inh -42.
COCCn1c(N)c(NCc2ccccc2)c(=O)n(CC(=O)Nc2cc(C)ccc2C)c1=O was read as miR-122 sensor -2 and PGC1a acetyl inh 2.
For CN1CCN(c2ccc([N+](=O)[O-])cc2C(=O)c2ccc(Cl)cc2)CC1 the results were miR-122 sensor 23 and PGC1a acetyl inh -22.
`O=C(/C=C\Nc1cccc(F)c1)c1cccs1` gave miR-122 sensor 5 and PGC1a acetyl inh 13.

3 records picked at random from those above:
Screening C/C(CC(O)c1ccc2ccccc2n1)=N/O (stereo not drawn) returned miR-122 sensor -5 and PGC1a acetyl inh 22.
Screening CCOC(=O)CSc1nc2c(c(=O)[nH]c(=O)n2C)n1CCCc1ccccc1 returned miR-122 sensor 1 and PGC1a acetyl inh 5.
`O=C(/C=C\Nc1cccc(F)c1)c1cccs1` gave miR-122 sensor 5 and PGC1a acetyl inh 13.

More entries follow.
For CCOC(=O)c1nnn(-c2nonc2N)c1CN(CC)c1ccccc1 the results were miR-122 sensor 12 and PGC1a acetyl inh -13.
CCc1ccc2[nH]c(O)c(N=Nc3nc(-c4ccccc4)cs3)c2c1 was read as miR-122 sensor -1 and PGC1a acetyl inh -16.
CCOC(=O)c1cc(-c2ccc(Cl)cc2)nc2c1c(C)nn2CCC#N was read as miR-122 sensor 1 and PGC1a acetyl inh -6.
COc1ccc(Oc2ccccc2C=O)cc1 was read as miR-122 sensor -5 and PGC1a acetyl inh 15.
Screening Cn1c(Cc2c[nH]c3ccccc23)n[nH]c1=S returned miR-122 sensor 11 and PGC1a acetyl inh 15.
`COc1ccc(C(=S)Nc2ccc(C)cc2)cc1` gave miR-122 sensor 5 and PGC1a acetyl inh 15.
For COc1cc2c(cc1OC)-c1cc(NC3CC3)nc(=O)n1CC2 the results were miR-122 sensor -3 and PGC1a acetyl inh -10.
Screening CCOC(=O)c1cnn(-c2nc(CC)nc3sc4c(c23)CCC4)c1N returned miR-122 sensor -1 and PGC1a acetyl inh 2.
`CC(C)(C)N(Cc1ccccc1)C(=O)c1ccc2c(c1)OCCO2` gave miR-122 sensor 1 and PGC1a acetyl inh -47.
CN1/C(=C\C(=O)c2ccco2)c2ccccc2CC1(C)C was read as miR-122 sensor 0 and PGC1a acetyl inh -1.
CC(=O)Nc1ccc(S(=O)(=O)NC2(C(F)(F)F)NC(=O)N(c3ccc(Cl)cc3)C2=O)cc1 (stereo not drawn) was read as miR-122 sensor -5 and PGC1a acetyl inh 9.
CCC(C)c1ccc(NC(=S)Nc2ccc(OC)c(OC)c2)cc1 (stereo not drawn) was read as miR-122 sensor -4 and PGC1a acetyl inh 0.
O=S1(=O)CCN(Cc2ccccc2Cl)CC1 was read as miR-122 sensor -3 and PGC1a acetyl inh -3.
For COc1cccc(C2CC(C(F)(F)F)n3ncc(C(=O)NCc4ccco4)c3N2)c1 (stereo not drawn) the results were miR-122 sensor 2 and PGC1a acetyl inh 4.
C/C(=C1/SC(N2CCCC2)=NC1=O)c1ccc(Br)cc1 was read as miR-122 sensor 2 and PGC1a acetyl inh -3.
Screening CC(C)(C)c1ccc(OCC(=O)NC2CCS(=O)(=O)C2)cc1 (stereo not drawn) returned miR-122 sensor -3 and PGC1a acetyl inh -3.
For O=C(CSc1nc(O)cc(=O)n1-c1ccccc1)NC1CCCCC1 the results were miR-122 sensor 3 and PGC1a acetyl inh -10.
c1ccc2c(c1)c1ccccc1n2CN1CCOCC1 was read as miR-122 sensor -6 and PGC1a acetyl inh 4.
`COc1ccc(N(C(=O)C(C)C)S(=O)(=O)c2ccc3c(c2)n(C)c(=O)n3C)cc1` gave miR-122 sensor 1 and PGC1a acetyl inh -1.
`COc1ccccc1N1CCN(S(=O)(=O)c2c(C)ccc3nsnc23)CC1` gave miR-122 sensor 0 and PGC1a acetyl inh 4.
For O=C(CN1C(=O)C2C3C=CC(C3)C2C1=O)Nc1nc(-c2ccccn2)cs1 (stereo not drawn) the results were miR-122 sensor -2 and PGC1a acetyl inh 14.
O=C(O)CN1C(=O)C2(OCCCO2)c2ccccc21 was read as miR-122 sensor 2 and PGC1a acetyl inh 2.
Screening COc1ccc(C(CC(=O)c2ccccc2)S(=O)(=O)c2ccc(C)cc2)cc1 (stereo not drawn) returned miR-122 sensor -2 and PGC1a acetyl inh 11.
For CCOC(=O)c1ccccc1NC(=O)COC(=O)C1=COCCO1 the results were miR-122 sensor -9 and PGC1a acetyl inh 5.
Cc1[nH]c(=O)cc2ccccc12 was read as miR-122 sensor -2 and PGC1a acetyl inh 1.
For O=C1NC(c2ccccc2)C(C(=O)c2cccs2)C(O)(C(F)(F)F)N1 (stereo not drawn) the results were miR-122 sensor -2 and PGC1a acetyl inh -3.
For CC(C(=O)NCc1ccc2c(c1)OCO2)N1c2cccc3cccc(c23)S1(=O)=O (stereo not drawn) the results were miR-122 sensor 1 and PGC1a acetyl inh -8.
CCSc1nnc(NC(=O)c2ccc3ccccc3n2)s1 was read as miR-122 sensor -1 and PGC1a acetyl inh 0.
`COC(=O)c1ccc(Cl)c(NC(=O)CN(c2ccc3c(c2)OCO3)S(C)(=O)=O)c1` gave miR-122 sensor -2 and PGC1a acetyl inh -6.
O=[N+]([O-])c1cc(/C=N/N2CCN(Cc3ccccc3)CC2)ccc1Cl was read as miR-122 sensor -7 and PGC1a acetyl inh -11.

An excerpt from above in order of molar mass, low to high.
Screening CC(C)(C)c1ccc(OCC(=O)NC2CCS(=O)(=O)C2)cc1 (stereo not drawn) returned miR-122 sensor -3 and PGC1a acetyl inh -3.
For O=C(CSc1nc(O)cc(=O)n1-c1ccccc1)NC1CCCCC1 the results were miR-122 sensor 3 and PGC1a acetyl inh -10.
For CC(C(=O)NCc1ccc2c(c1)OCO2)N1c2cccc3cccc(c23)S1(=O)=O (stereo not drawn) the results were miR-122 sensor 1 and PGC1a acetyl inh -8.
`COc1ccc(N(C(=O)C(C)C)S(=O)(=O)c2ccc3c(c2)n(C)c(=O)n3C)cc1` gave miR-122 sensor 1 and PGC1a acetyl inh -1.

Returning to the listing with the two entries that preceded the break.
`COC(=O)c1ccc(Cl)c(NC(=O)CN(c2ccc3c(c2)OCO3)S(C)(=O)=O)c1` gave miR-122 sensor -2 and PGC1a acetyl inh -6.
O=[N+]([O-])c1cc(/C=N/N2CCN(Cc3ccccc3)CC2)ccc1Cl was read as miR-122 sensor -7 and PGC1a acetyl inh -11.
O=C(c1ccccc1Oc1ccccc1)N1CCN(c2ccccc2)CC1 was read as miR-122 sensor -3 and PGC1a acetyl inh 7.
COc1ccc(CNC(=O)c2c(O)c3ccccc3n(C)c2=O)cc1OC was read as miR-122 sensor -3 and PGC1a acetyl inh -11.
For C=CCSc1nc2ccccc2c2nc(-c3ccccc3)nn12 the results were miR-122 sensor 2 and PGC1a acetyl inh 9.
Screening COc1cccc(N(C(=O)Cn2nnc(-c3cccs3)n2)C(C(=O)NC(C)C)c2ccc(C)o2)c1 (stereo not drawn) returned miR-122 sensor -2 and PGC1a acetyl inh 6.
`Cc1nn(Cc2ccccc2)c2c1C(c1ccncc1)C(C#N)=C(N)O2` (stereo not drawn) gave miR-122 sensor -1 and PGC1a acetyl inh -7.
For CCCS(=O)(=O)N1CCCC(C(=O)NCc2ccc(C)cc2)C1 (stereo not drawn) the results were miR-122 sensor -2 and PGC1a acetyl inh 7.
`CN(C)c1ccc(NC(=O)CSc2nnc(-c3cccs3)n2Cc2ccco2)cc1` gave miR-122 sensor 7 and PGC1a acetyl inh -4.
`CC1(C)C2CCC1(CS(=O)(=O)N1CCOCC1)C(=O)C2` (stereo not drawn) gave miR-122 sensor 3 and PGC1a acetyl inh 10.
For CC1CC(C)(C)CC2(C1)NC(=S)N(c1ccccc1)N2 (stereo not drawn) the results were miR-122 sensor -2 and PGC1a acetyl inh -16.
Screening Cc1ccc2cc(C(=O)O)c(C)nc2c1 returned miR-122 sensor 0 and PGC1a acetyl inh 7.
CC1Cc2nc(SCC(=O)N3CCc4ccccc43)n(C)c(=O)c2S1 (stereo not drawn) was read as miR-122 sensor 0 and PGC1a acetyl inh 25.
O=c1c2ccccc2[nH]c(=S)n1CCCN1CCN(C2CCCCC2)CC1 was read as miR-122 sensor -1 and PGC1a acetyl inh -3.
For O=C(Nc1ccccc1)C1C2CCC3C(CCC21)C3(Cl)Cl (stereo not drawn) the results were miR-122 sensor 4 and PGC1a acetyl inh -7.
Cc1cc(SCC(=O)c2cc3ccccc3o2)nc2ccccc12 was read as miR-122 sensor 10 and PGC1a acetyl inh 2.
O=C(COc1cc(O)c2c(=O)cc(-c3ccccc3)oc2c1)c1ccccc1 was read as miR-122 sensor 1 and PGC1a acetyl inh -8.
Screening COC(=O)c1ccc(C2C(Oc3ccccc3C)C(=O)N2CCc2ccc(OC)c(OC)c2)cc1 (stereo not drawn) returned miR-122 sensor -2 and PGC1a acetyl inh 1.
For Cn1cccc1C(=O)NS(=O)(=O)c1ccccc1Cl the results were miR-122 sensor -3 and PGC1a acetyl inh 8.
`O=C(Nc1ccc(F)cc1)N1CCN(c2nc3ccccc3s2)CC1` gave miR-122 sensor 1 and PGC1a acetyl inh -63.
Screening O=c1cc(O)n(-c2ccc(F)cc2)c(=S)[nH]1 returned miR-122 sensor -3 and PGC1a acetyl inh -5.
Screening O=C(CCN1CCc2ccccc2C(O)(c2ccccc2)C1)c1ccc2c(c1)OCCO2 (stereo not drawn) returned miR-122 sensor 1 and PGC1a acetyl inh -9.
For CC(=O)c1ccc(NC(=O)CSCCO)cc1 the results were miR-122 sensor 1 and PGC1a acetyl inh 12.
`Cc1nc(-c2coc3cc(O)c(C)cc3c2=O)cs1` gave miR-122 sensor -5 and PGC1a acetyl inh -3.
Screening Cc1ccsc1/C=C1/SC(=O)N(CC(=O)N2CCOCC2)C1=O returned miR-122 sensor -8 and PGC1a acetyl inh 1.
Cc1cc(C)n(-c2nc(Nc3ccccc3C(F)(F)F)nc(-n3nc(C)cc3C)n2)n1 was read as miR-122 sensor -7 and PGC1a acetyl inh 1.
Screening O=C(O/N=C\c1ccc(N2CCOCC2)c([N+](=O)[O-])c1)c1ccccc1Cl returned miR-122 sensor 0 and PGC1a acetyl inh 0.
COc1cc(Cl)c(C)cc1NC(=O)COC(=O)/C=C/c1c(C)nn(C2CCS(=O)(=O)C2)c1Cl (stereo not drawn) was read as miR-122 sensor -4 and PGC1a acetyl inh 9.
`Cc1cc(C)n(-c2ncnc3sc(C)c(C)c23)n1` gave miR-122 sensor 0 and PGC1a acetyl inh 3.
For COc1ccc(CNC(=O)c2csc(Cc3ccc(Cl)cc3)n2)cc1 the results were miR-122 sensor -3 and PGC1a acetyl inh 10.
For OCCSc1ncnc2c1oc1ccccc12 the results were miR-122 sensor -8 and PGC1a acetyl inh 10.
Cc1cc(=O)c2c(C)nn(-c3ccccc3)c2[nH]1 was read as miR-122 sensor 8 and PGC1a acetyl inh -4.
Cc1ccc(C(=O)N(C)c2ccc(OCC(=O)N3c4ccc(C)cc4C4CN(C)CCC43)cc2)cc1 (stereo not drawn) was read as miR-122 sensor -6 and PGC1a acetyl inh 5.
COCCCNC(=O)c1cc(C)nc2ccc(F)cc12 was read as miR-122 sensor -2 and PGC1a acetyl inh -15.
`CCN(CC)CCCN1CC(O)=C(c2nc3ccccc3s2)C1=N` gave miR-122 sensor -5 and PGC1a acetyl inh 3.
For CC(=O)c1c(C)nc2cc(Cl)ccc2c1N the results were miR-122 sensor -8 and PGC1a acetyl inh -14.
For CN(C)S(=O)(=O)N(CC(=O)Nc1ccc2ccccc2c1)c1ccccc1 the results were miR-122 sensor 12 and PGC1a acetyl inh -6.
Screening CCOC(=O)c1sc(=S)n(CC)c1N returned miR-122 sensor -4 and PGC1a acetyl inh -2.
For C/C(=N\NC(=O)C(C)Oc1ccc([N+](=O)[O-])cc1)c1ccccn1 (stereo not drawn) the results were miR-122 sensor -32 and PGC1a acetyl inh 24.
`CCCCNC(=O)C(=O)NC(C)CCc1ccccc1` (stereo not drawn) gave miR-122 sensor -3 and PGC1a acetyl inh -3.
Screening CC(C)(C)C(=O)Cn1c(=N)n(Cc2ccccc2)c2ccccc21 returned miR-122 sensor -3 and PGC1a acetyl inh -1.
`O=C(CSc1ncnc2c1cnn2Cc1ccccc1)Nc1ccc2c(c1)OCCO2` gave miR-122 sensor -1 and PGC1a acetyl inh -4.
Screening CC(=O)Nc1ccc(NC(=O)CCNS(=O)(=O)c2cccc3nsnc23)cc1 returned miR-122 sensor 2 and PGC1a acetyl inh 28.

Screening results from PubChem.
